GIRK2 act: Activators of human GIRK2-containing channels; HEK293 GIRK2/NPY4 cells, thallium flux fluorescence; activation (% efficacy), % for hits at 37.5 µM; 34,000 tested, under 10 active;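 active = primary screen hit, no activity in plain HEK293 cells, and in GIRK2-only cells above 5% efficacy rising with concentration; inactive = the rest, including fluorescent compounds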;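 note: efficacy is normalized control-subtracted fluorescence 15 s after thallium addition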
Target sequence (P48051 whole entry, looked up): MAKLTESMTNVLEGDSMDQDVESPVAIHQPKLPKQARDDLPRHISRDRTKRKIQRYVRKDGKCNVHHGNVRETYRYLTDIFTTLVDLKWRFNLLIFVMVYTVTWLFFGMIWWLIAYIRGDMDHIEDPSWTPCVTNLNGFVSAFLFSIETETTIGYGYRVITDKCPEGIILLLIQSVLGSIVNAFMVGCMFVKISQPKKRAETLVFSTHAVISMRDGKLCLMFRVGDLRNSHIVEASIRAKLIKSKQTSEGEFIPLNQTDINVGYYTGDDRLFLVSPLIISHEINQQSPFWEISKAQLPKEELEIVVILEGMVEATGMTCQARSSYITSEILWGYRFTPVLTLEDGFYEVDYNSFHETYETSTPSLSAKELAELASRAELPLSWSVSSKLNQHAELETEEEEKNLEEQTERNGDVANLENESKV
Calls only; i = inactive. Not all compounds are listed; count on the stated rates, not on these rows.

SMILES	GIRK2 act
NS(=O)(=O)c1ccc(CCNC(=O)c2nn(-c3ccc(F)cc3)cc2OCc2ccccc2)cc1	i
COc1ccc(S(=O)(=O)Nc2ccc(N3CCCC3=O)c(C)c2)cc1OC	i
COc1ccc(S(=O)(=O)NCCNc2ccc(C)nn2)cc1Cl	i
Cc1cc(C)cc(NC(=O)Cn2c(=O)n(Cc3cccs3)c(=O)c3ncccc32)c1	i
Cc1ccc(Nc2nnnc3c2cnn3-c2ccccc2)c(C)c1	i
Cn1ccnc1N1CCN(C(=O)C2(c3cccs3)CCCC2)CC1	i
COc1cc(C(=O)Nc2cc(C)nn2-c2nc(-c3ccccc3)cs2)c([N+](=O)[O-])cc1OC	i
O=C(CCS(=O)(=O)c1ccccc1)Nc1ccc2c(c1)N(C(=O)c1cccs1)CC2	i
COc1ccc(N2CCCS2(=O)=O)cc1NC(=O)Nc1ccc2c(c1)OCO2	i
O=C(NCCCn1nc(-c2ccccc2)ccc1=O)c1ccccc1C(F)(F)F	i
Cc1c(Cl)cccc1NC(=O)C(=O)NCc1ccsc1	i
O=C(NCc1cnn2ccccc12)Nc1ccc2c(c1)OCO2	i
Cc1[nH]c2ccccc2c1C(=O)C(=O)Nc1nn(C)c2c1C(c1ccco1)CC(=O)N2 (configuration not stated)	i
Cc1cc(-c2nnc(NC(=O)c3ccc(C(C)(C)C)cc3)o2)nn1C	i
O=C(CN(c1ccc(F)cc1)S(=O)(=O)c1cccnc1)N1CCN(c2ccccc2)CC1	i

The final five compounds of the section above lead into the next.
SMILES	GIRK2 act
Cc1c(Cl)cccc1NC(=O)C(=O)NCc1ccsc1	i
O=C(NCc1cnn2ccccc12)Nc1ccc2c(c1)OCO2	i
Cc1[nH]c2ccccc2c1C(=O)C(=O)Nc1nn(C)c2c1C(c1ccco1)CC(=O)N2 (configuration not stated)	i
Cc1cc(-c2nnc(NC(=O)c3ccc(C(C)(C)C)cc3)o2)nn1C	i
O=C(CN(c1ccc(F)cc1)S(=O)(=O)c1cccnc1)N1CCN(c2ccccc2)CC1	i
Cc1nccn1-c1cc(N2CCN(S(=O)(=O)c3ccc(F)cc3F)CC2)ncn1	i
CCc1ccc(N2CC(c3nc4ccccc4n3CC(=O)NC(C)C)CC2=O)cc1 (configuration not stated)	i
O=C(NCCNc1ccc(Nc2ccncc2)nn1)c1ccccc1C(F)(F)F	i
O=C(Nc1nnc(Cc2cccs2)o1)c1ccc(Cl)cc1	i
CC(C)S(=O)(=O)c1ccc(CC(=O)NCC(O)c2cccn2C)cc1 (configuration not stated)	i
O=C1CCS(=O)(=O)N1c1ccc(S(=O)(=O)N2CCc3ccccc3C2)cc1	i
Cn1ccc(C(=O)N(Cc2cccnc2)c2nc3ccc(F)cc3s2)n1	i
COc1cccc2cc(C(=O)Nc3ccc(C)c(N4CCCCC4=O)c3)oc12	i
Cn1cccc1C(CNC(=O)C(=O)Nc1ccc2c(c1)OCCO2)N1CCOCC1 (configuration not stated)	i
COc1c(C)cc(S(=O)(=O)NCC2CCN(Cc3cccs3)CC2)cc1C	i
CN(C)C(=O)Cc1ccc(NC(=O)c2cnccn2)cc1	i
Cc1ccsc1-c1nnc(CC(=O)NC(C)c2ccccc2)o1 (configuration not stated)	i
O=C1NC2(CCN(S(=O)(=O)c3cccc(F)c3)CC2)C(=O)N1CCOc1ccccc1	i
COc1ccc(N2CC(c3nc4ccccc4n3CC(=O)N3CCCCCC3)CC2=O)cc1 (configuration not stated)	i
O=C(C1CCCCC1)N(CCN1CCOCC1)c1nc2c(Cl)cccc2s1	i
CSc1ncccc1C(=O)Nc1ccc2c(c1)CN(C(=O)C1CC1)CC2	i
CCCOc1ccc(/C=C/C(=O)N2CCCCCC2)cc1	i
COc1ccc(C(CNC(=O)c2ccc(C(C)(C)C)cc2)N2CCN(C)CC2)cc1 (configuration not stated)	i
Cc1ccc(-c2noc(CSc3nc4ccccc4c(=O)n3C(C)C)n2)cc1	i
Cc1cc(C(=O)NCC2CCN(C(=O)COc3ccccc3)CC2)c(C)o1	i
COc1cccc(-c2ccc(=O)n(CCCC(=O)NCCc3ccccc3)n2)c1	i
CCCCOc1ccc(NC(=O)N2CC(c3nc(-c4cccc(C(=O)NC)c4)no3)C2)cc1	i
CCOc1ccc(S(=O)(=O)N2CCN(CCO)CC2)cc1	i
Cc1ccc(NC(=O)C(=O)NCC(C)(O)c2ccccc2)cc1N1CCCC1=O (configuration not stated)	i
O=C(NCCOc1cccc(C(F)(F)F)c1)c1ccc(S(=O)(=O)N2CCOCC2)cc1	i
O=C(CN1CCC(COCc2ccccc2)CC1)NCc1ccco1	i
COC(=O)c1ccc(C(=O)NCC2(O)CCCC2)cc1	i
CCC(C(=O)NCC1CCN(C(=O)/C=C/c2ccco2)CC1)c1ccccc1 (configuration not stated)	i
COc1ccc(C(=O)N2CCN(c3cc(-c4cccnc4)[nH]n3)CC2)cc1	i
CCOc1ccc(NC(=O)N2CCC3(CC2)NC(=O)N(CCc2ccccc2)C3=O)cc1	i
Cn1c(-c2ccccc2)nn(CCNC(=O)c2ccccc2Cl)c1=O	i
Cc1nc(NC(=O)c2ccc(S(=O)(=O)N3CCCCC3)cc2)sc1C	i
CCOc1ccc(S(=O)(=O)NCCCn2nc(-c3ccncc3)ccc2=O)cc1	i
Cc1cc(NC(=O)CSc2nnc(N3CCN(C(=O)Cc4cccs4)CC3)s2)no1	i
CCOC(=O)C1CCN(C(=O)Cc2nnc(-c3ccc(OC)cc3)o2)CC1	i
Cn1ccnc1N1CCN(C(=O)c2ccc(Cl)cc2Cl)CC1	i
CCOC(=O)N1CCN(S(=O)(=O)c2cc(N3C(=O)CCS3(=O)=O)ccc2C)CC1	i
Cc1cccc(C)c1OCC(=O)Nc1ccc(S(N)(=O)=O)cc1	i
C=CCNC(=O)C(=O)Nc1ccc(F)c(Cl)c1	i
Cc1c(C(=O)N2Cc3nn(C(C)(C)C)c(-n4cccc4)c3C2)cnn1-c1ccccc1	i
Cc1ccc(CN2C(=O)NC3(CCN(C(=O)C(C)C)CC3)C2=O)cc1	i
Cc1cccc(C(=O)O)c1NC(=O)C1Cc2ccc(Cl)cc2C(=O)O1 (configuration not stated)	i
Cc1ccc(NC(=O)Cc2ccc(F)cc2)cc1N1CCCCC1=O	i
Cc1cc(C)c2sc(NC(=O)CC3CCCCC3)nc2n1	i
CC(C)S(=O)(=O)c1ccc(C(=O)Nc2ccc(-c3nc4ccccc4[nH]3)cc2)cc1	i
O=C(COc1ccccc1)Nc1ccc2c(c1)N(C(=O)C1CC1)CC2	i
O=C(Cn1nc(C(=O)N2CCOCC2)cc1C1CC1)Nc1ccc(F)c(Cl)c1	i
CC(NC(=O)c1csc(NS(=O)(=O)c2cccs2)n1)c1ccccc1 (configuration not stated)	i
CN(C)S(=O)(=O)N1CCC(c2nnc(-c3ccco3)o2)CC1	i
O=C(CSc1nc(=O)n(CCCO)c2c1CCC2)NCc1ccc2c(c1)OCO2	i
O=C(COc1ccc(Cl)cc1)NCCOc1ccc2nnc(-c3cccc(F)c3)n2n1	i
COc1cc(OC)c(NC(=O)CSC2=NC(C)(C)N=C2c2ccc(C)cc2)cc1Cl	i
Cc1ccc([N+](=O)[O-])cc1NC(=O)c1ccc(C(C)(C)C)cc1	i
Cc1ccc(S(=O)(=O)N2CCN(Cc3c(C)noc3C)CC2)s1	i
Cc1ccc(NC(=O)NCCOc2ccc(-c3ccc(F)cc3)nn2)cc1	i
O=C(Nc1ccc2c(c1)N(C(=O)c1ccco1)CC2)c1ccccc1C(F)(F)F	i
COc1cccc(S(=O)(=O)Nc2cccc(Cl)c2)c1	i
CC(C)N1CCC(CNS(=O)(=O)c2cc(Cl)ccc2Cl)CC1	i
Cc1ccc(OCCCC(=O)Nc2nc(C)c(C)s2)c(C)c1	i
CCn1nc(C(=O)Nc2nc3ccc(S(N)(=O)=O)cc3s2)cc1C	i

Shown field by field: entries from further up.
Cc1ccc([N+](=O)[O-])cc1NC(=O)c1ccc(C(C)(C)C)cc1
  GIRK2 act: i

Cc1cccc(C(=O)O)c1NC(=O)C1Cc2ccc(Cl)cc2C(=O)O1 (configuration not stated)
  GIRK2 act: i

(listing goes on)
SMILES	GIRK2 act
O=C(CSc1ccc(-c2cccnc2)nn1)Nc1cc(Cl)ccc1Cl	i
O=C(Cc1cccs1)Nn1cnc2c(cnn2-c2ccccc2)c1=O	i
COc1ccc(Oc2c(C)oc3c4c(ccc3c2=O)OCN(C2CC2)C4)cc1	i
Cc1c(O)ccc2c1O/C(=C\N1CCC3(CC1)OCCO3)C2=O	i
CC(C)CNC(=O)C(=O)NCc1ccccn1	i
O=C(c1ccc(Cn2c(=S)[nH]c3ccc(Br)cc3c2=O)cc1)N1CCOCC1	i
COC(=O)c1ccc(-c2csc(NC(=O)c3nn(C)cc3C)n2)cc1	i
CNC(=O)CSc1nc2c(c(=O)[nH]c(=O)n2C)n1Cc1ccc(C)cc1	i
CN1CCN(C2CC(=O)N(C3CCCCC3)C2=O)CC1 (configuration not stated)	i
COC(=O)c1ccc(NC(=O)CSc2ncnc3c2nnn3C)cc1	i
Cc1cc(NC(=O)c2ccc(S(C)(=O)=O)cc2)n(C)n1	i
CC1CCCCN1c1ccc(N2CCN(C(=O)c3cccc([N+](=O)[O-])c3)CC2)nn1 (configuration not stated)	i
Cc1cccn2c(=O)c3cc(C(=O)Nc4ccc(F)c(Cl)c4)n(C)c3nc12	i
C=CCN1C(=O)SC(CC(=O)Nc2ccc(C)cc2C)C1=O (configuration not stated)	i
COc1cc([N+](=O)[O-])ccc1NC(=O)CN1C(=O)c2ccccc2S1(=O)=O	i
O=C(NCC1CCN(c2ncccn2)CC1)Nc1c(F)cccc1F	i
COc1ccc(NC(=O)C2Nc3cc(C(F)(F)F)ccc3S(=O)(=O)N2)cc1 (configuration not stated)	i
COc1cc(C(C)=O)ccc1OCC(=O)NCCOc1ccccc1	i
CCCCN(C)C(=O)c1snc(C(=O)NCC)c1N	i
COc1ccc(Cl)cc1NC(=O)N1CCN(Cc2nc(-c3ccco3)cs2)CC1	i
COc1ccc2nc(-c3ccc(Cl)c(NC(=O)c4cc(Cl)ccc4Cl)c3)cn2n1	i
O=C(NCCCS(=O)(=O)N1CCN(c2ccccc2)CC1)c1ccco1	i
Cc1ccc(-c2cc(CC(=O)Nc3nnc(C)s3)no2)cc1	i
COc1ccc(C(C)(C)C)cc1S(=O)(=O)NCCNc1cc(-n2ccnc2C)ncn1	i
COC(=O)c1ccc(NC(=O)Cc2cc(-c3ccc(OC)cc3)on2)cc1	i
CC(=O)N1CCN(C(=O)Cc2csc(Nc3ccccc3)n2)CC1	i
O=C(NCCC(O)c1cccs1)c1cc2ccccc2o1 (configuration not stated)	i
CC1(C)COCN1C(=O)CCN1C(=O)c2ccccc2S1(=O)=O	i
CC1CCCN(C(=O)CN2CCN(c3ccc(F)c(F)c3)C2=O)C1 (configuration not stated)	i
O=C(Nc1cccc(N2CCCC2=O)c1)c1ccc(C(F)(F)F)cc1	i
C#CCn1c(=NC(=O)c2ccnn2C)sc2cc(F)cc(F)c21	i
CCS(=O)(=O)c1ccc(-c2cccc(NC(=O)CC3CCCC3)c2)nn1	i
COc1ccc(-c2nnc3ccc(OCCNC(=O)Cc4cccs4)nn23)cc1OC	i
O=S(=O)(NCC1CCN(c2ncccn2)CC1)c1cccnc1	i
CNC(=O)c1cc2c(=O)n3cccc(C)c3nc2n1Cc1ccccc1	i
Cc1ccc2c(c1)NC(SCC(=O)Nc1ccc(F)c(Cl)c1)=NS2(=O)=O	i
COc1ccc(Nc2nnc(-c3ccc(NC(=O)C(=O)NCc4cccs4)cc3)s2)cc1	i
O=C(Nc1nnc(Cc2cccs2)o1)c1ccc2c(c1)OCCO2	i
Cc1cc(NC(=O)CCS(=O)(=O)c2ccccc2)on1	i
Cc1ccc2c(CC(=O)Nc3ccc4c(c3)OCO4)cc(=O)oc2c1	i
COc1ccccc1-c1c(C)nn2c(N3CCOCC3)cc(C)nc12	i
CNC(=O)CSc1nc(-c2ccccc2)c(NC(=O)c2cc(OC)cc(OC)c2)s1	i
CC(O)(CNC(=O)NCc1ccc(F)cc1)c1ccc2c(c1)OCO2 (configuration not stated)	i
COc1cccc(CC(=O)N2CCN(c3cc(-c4ccccc4)[nH]n3)CC2)c1	i
CS(=O)(=O)N1CCC(C(=O)N2CC(c3nc(-c4ccco4)no3)C2)CC1	i
Cc1noc(C2CN(C(=O)c3csc(-c4ccccc4)n3)C2)n1	i
O=C(c1ccoc1)N(c1ccccc1)C1CCCCC1	i
Cn1nc(C(=O)NCCCn2cccc2)ccc1=O	i
O=C(NCCc1ccc(Cl)cc1)c1n[nH]c2ccccc12	i
O=C(Cc1cc(-c2cc3ccccc3o2)on1)NCc1ccccn1	i
Cc1ccc(NC(=O)C(=O)NCCC(O)c2cccs2)cc1C (configuration not stated)	i
COCCn1cnc2c(-c3ccccc3)cn(CC(=O)Nc3ccc(OC)c(OC)c3)c2c1=O	i
COc1ccc(OC)c(NC(=O)Cn2nc(SC)c(S(=O)(=O)c3ccc(C)cc3)c2N)c1	i
CC(O)(CNC(=O)Nc1ccccc1C(F)(F)F)c1ccc(-c2ccccc2)cc1 (configuration not stated)	i
CCOc1ccc(CC(=O)NCC2(O)CCCC2)cc1	i
COc1ccc(Cl)cc1NC(=O)Nc1ccc2c(c1)C(=O)N1CCCCC1CCO2 (configuration not stated)	i
CS(=O)(=O)N1CCC(C(=O)Nc2nccs2)CC1	i
COc1cccc2cc(C(=O)NCC(O)c3ccc(C(F)(F)F)cc3)oc12 (configuration not stated)	i
CC(O)(CNC(=O)NC(c1ccccc1)c1ccccc1)c1ccccc1 (configuration not stated)	i
CCCOc1ccc(-n2nnc(C(=O)NCc3ccccc3)c2C)cc1	i
O=C(CSc1cc(N2CCCCC2)ncn1)Nc1cc(Cl)ccc1Cl	i

No new results follow: 6 of the compounds above.
SMILES	GIRK2 act
O=C(NCCc1ccc(Cl)cc1)c1n[nH]c2ccccc12	i
O=C(Cc1cc(-c2cc3ccccc3o2)on1)NCc1ccccn1	i
Cc1ccc(NC(=O)C(=O)NCCC(O)c2cccs2)cc1C (configuration not stated)	i
COCCn1cnc2c(-c3ccccc3)cn(CC(=O)Nc3ccc(OC)c(OC)c3)c2c1=O	i
COc1ccc(OC)c(NC(=O)Cn2nc(SC)c(S(=O)(=O)c3ccc(C)cc3)c2N)c1	i
CC(O)(CNC(=O)Nc1ccccc1C(F)(F)F)c1ccc(-c2ccccc2)cc1 (configuration not stated)	i

Assay outcomes (PubChem)
